# b-catenin transl – beta-catenin nuclear translocation modulation; nuclear translocation activity, % at 5 µM; actives 0.3% (n = 190,000); HeLa beta-catenin nuclear translocation, immunofluorescence imaging;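 active = nuclear translocation activity above 50% at 5 µM, with a well cell count of 50 or more; inconclusive = wells under 50 cells across six images, flagged as toxic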;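 also: per-cell ratio of nuclear to cytoplasmic median beta-catenin stain intensity; plate controls were DMSO negative control for no effect and GSK-3 inhibitor IX positive control for full effect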
#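 Test system: human HeLa cell line; Doses: 5 µM primary, 0.02–20 µM confirmation; Incubation: 24 h compound exposure, 37°C; Detection: beta-catenin immunofluorescence imaging with DAPI; Read-out: beta-catenin nuclear/cytoplasmic ratio, % activation.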
# MT stabilizer – microtubule stabilization, imaging screen; AID 2205; % tubulin-high responders, % at 10 µM; actives 0.83% (n = 200,000); HeLa tubulin immunostaining HCS, 24 h; share of cells brighter than vehicle mean+2SD;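 active = plate Z-score above 3 for both tubulin-high and condensed-nucleus cell shares, with cell loss under 80%, at 10 µM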;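 also: anti alpha tubulin signal scored within the nucleus-defined area of each cell; some results filed as inactive read as strong as hits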
# Dynein transport – dynein cargo transport inhibition. 3617.4 mouse cells, GR-EGFP nuclear translocation imaging; test concentration mostly 20 µM; stimulated with dexamethasone, 1 µM; stronger effect = lower value. z-score, hits read low. actives 0.47% (n = 220,000). AID 1381;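 active = plate z-score of nuclear minus cytoplasmic receptor signal below a set negative limit, without overly bright fluorescence or cell loss, cut at about -3.5 in these data, passing the limit was not always enough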;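 also: z-score of nuclear minus cytoplasmic ring GR-EGFP intensity difference per well; some compounds called inactive have numbers as strong as hits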
#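 Buffer or medium: tet-free medium with charcoal-stripped serum / Also added: dexamethasone agonist, 1.0 µM final, for 30 min / Timing: induction 48 h, compound 1 h, agonist 30 min / Measured by: high-content fluorescence imaging after fixation / Read-out: nuclear-to-cytoplasmic GR-EGFP distribution per well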
# Myeloid diff MLP – promotes myeloid progenitor differentiation. ER-HoxA9 myeloid progenitors, lysozyme-GFP differentiation, flow cytometry. actives 1% (n = 360,000). calls only at 10 µM;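 active = normalized GFP-positive differentiation at or above the plate's own cutoff, the solvent-only control mean plus 3 SD; inconclusive = no clear call, values can overlap the other calls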;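 also: cells exposed to compound for four days before flow analysis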
# Lipid droplet – hepatic lipid droplet formation modulation | AML12 mouse hepatocytes, oleate lipid droplets, BODIPY imaging | inhibition, % at 6.5 µM | actives 0.4% (n = 240,000) | AID 1656;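 active = lipid droplet intensity inhibited by at least 50%, with more than 500 cells counted; inconclusive = wells with under 300 cells, treated as cytotoxic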
#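 Material: mouse AML12 hepatocyte cell line, fixed after treatment; Timing: compound with oleate, overnight; Technique: high-content imaging of BODIPY-stained droplets and DAPI nuclei; Probe or stimulus: oleate, 100 µM final; Dosing: compound at 6.5 µM only.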
# Insulin prom up – MIN6 insulin promoter up-regulation; MIN6 insulin promoter-GFP reporter, high-content imaging; stronger effect = higher value; z-score at 5 µM; actives 0.3% (n = 190,000);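 active = z-score above 3 at 5 µM with at least 500 cells counted in the well; inconclusive = wells under 500 cells, flagged as cytotoxic or low count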
# human PMI inhibition – inhibitors of human PMI, primary screen, biochemical, fluorescence intensity, coupled assay (AID 1209). one-dose inhibition, % at 20 µM; IC50 in µM for titrated hits. purified PMI enzyme, coupled fluorescence intensity; higher % means a stronger effect. actives 0.42% (n = 190,000); in the data active = inhibition above about 50%;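 also: plate controls were DMSO vehicle for no effect and wells lacking substrate for full effect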
# T cell HTS – modulates CD8 T cell binding to vesicles; calls only at 7 µM; 2C CD8+ T cell-vesicle binding, flow cytometry; stronger effect = lower value; actives 0.068% (n = 330,000); AID 2052;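 active = response, share of CD8 T cells binding vesicles, and their 90th percentile fluorescence all below set limits, cut at about 80% in these data, passing the limit was not always enough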
#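 incubation = binding step 1.5 h, 37 °C, antibody labelling 20 min, ice | test system = 2C mouse CD8+ T cells | read-out basis = percent CD8+ FL2 mean versus row control | controls = Peptide-free naked vesicles (low) and QL9 vesicles with 0.7% DMSO vehicle (high) | detection = flow cytometry of vesicle-bound cells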
# TNAP activators – stimulation of alkaline phosphatase TNAP activity – biochemical, luminescent, no phosphate acceptor, uHTS, primary screen (AID 1001); actives 0.03% (n = 200,000); activation fold at 20 µM; hits with a dose series show EC50 in µM; purified TNAP, luminescent activation assay, no phosphate acceptor; higher activation fold means a stronger effect; in the data active = activation fold from about 3, or a potency from the dose series; inactive = the rest, 99 in 100 with activation fold below about 1.6; also: many of its hits are not listed in these tables
# Dynein transport cytoplasmic EGFP – recorded beside Dynein transport, whose call it bears; z-score; measured here: cytoplasmic GR-EGFP intensity; stronger effect = higher value
# Dynein transport nuclear GR-EGFP – also measured in Dynein transport; calls as there; z-score; measured here: nuclear GR-EGFP intensity;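 lower value marks the stronger effect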
# Dynein transport cell count – further read-out of Dynein transport, marked with its call; z-score; measured here: cell count per field
# Insulin prom up cell count – recorded beside Insulin prom up, whose call it bears; cell count; measured here: cytotoxicity, nuclei count;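 total cells summed across four imaged fields per well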
# Lipid droplet cells 6.5 µM – second read-out of Lipid droplet, no call of its own (marks repeat the call); cell count; measured here: cell count, cytotoxicity flag;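 cells counted across two imaged fields per well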
# b-catenin transl cell count 5 µM – recorded beside b-catenin transl, whose call it bears; cell count; measured here: cell count, cytotoxicity flag
# T cell HTS vesicle-bound % – further read-out of T cell HTS, marked with its call; double positive events, %; measured here: CD8+ vesicle-bound cell fraction;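 binding gate set so that unloaded-vesicle control wells show 10% double positive cells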
# MT stabilizer Hoechst-high % – also measured in MT stabilizer; calls as there; % Hoechst-high responders; measured here: nuclear condensation Hoechst responders;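 share of cells brighter than vehicle mean plus two SD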
# MT stabilizer cytotoxicity % – also measured in MT stabilizer; calls as there; toxicity, %; measured here: cytotoxicity by cell density;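 0% = mean cell density of plate MIN control wells and 100% = no cells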
# Myeloid diff MLP GFP+ MAC1+ % – second read-out of Myeloid diff MLP, no call of its own (marks repeat the call); GFP+ MAC1+ double positive, %; measured here: differentiation confirmed by MAC1 staining
# * hit, by the source's call; i = inactive; ? = inconclusive; · = not tested or not shown; + = active, no number.
structure	b-catenin transl	b-catenin transl cell count 5 µM	MT stabilizer	MT stabilizer Hoechst-high %	MT stabilizer cytotoxicity %	Dynein transport	Dynein transport cytoplasmic EGFP	Dynein transport nuclear GR-EGFP	Dynein transport cell count	Myeloid diff MLP	Myeloid diff MLP GFP+ MAC1+ %	Lipid droplet	Lipid droplet cells 6.5 µM	Insulin prom up	Insulin prom up cell count	human PMI inhibition	T cell HTS	T cell HTS vesicle-bound %	TNAP activators
CCOC(=O)c1c(NC(=O)CN2C(=O)NC3(CCC(C)CC3)C2=O)sc(C)c1-c1ccc(C)cc1 (stereo not drawn)	-0.2	419	2.3	3.4	1.9	0.28	-0.18	0.44	-1.3	i	1.3	2	684	-0.3	965	-20%	i	3	1
CN(C)S(=O)(=O)c1ccc(NC(=O)c2ccc([N+](=O)[O-])cc2)cc1	0.7	1367	·	·	·	1.5	-0.11	1.3	-2.1	i	0.2	3	716	-0.66	927	·	+	7.7*	·
Cc1cc(NC(=O)c2ccc([N+](=O)[O-])cc2)n(C)n1	0.5	1053	·	·	·	-0.18	-0.27	-0.13	0.6	i	0.5	8	730	0.29	1533	·	i	38	·
O=C(CSC1CC(=O)N(c2ccc(C(=O)O)cc2)C1=O)Nc1ccc(Cl)cc1 (stereo not drawn)	-0.3	1532	2.1	2.1	11	0.14	-0.33	-0.44	0.5	i	0.3	10	717	1.1	1398	-8%	i	33	1.2
CC(C(=O)N1CCOCCOCCOCCOCCOCC1)N1C(=O)c2ccccc2C1=O (stereo not drawn)	0.4	1103	1.6	1.9	3.6	-1.1	-0.11	-0.74	0.16	i	1.0	20	700	-0.2	1306	-9%	i	35	0.9
CC1CCN(S(=O)(=O)c2ccc3nc(-c4ccccn4)cc(C(=O)NCCN(C)Cc4ccccc4)c3c2)CC1	-4.1	1042	1.5	1.4	1.2	1.2	0.028	0.73	-1	i	0.8	-9	651	-0.45	1498	0%	·	·	1
Cc1ccc(NC(=S)N(CCCN2CCCC2)Cc2cccn2Cc2ccc(Cl)cc2)cc1	-0.4	1091	2.6	1.5	7.7	0.68	-0.2	0.47	-0.19	i	0.2	6	728	-1.4	1287	4%	i	26	1
CNC(=O)CSc1nnnn1-c1cc(C)ccc1C	-5.3	1050	3.4	1.7	6.2	-1	-0.25	-1	0.5	i	0.0	-1	739	-0.21	960	8%	i	19	1
O=C(Nc1ccc(Cl)c(Cl)c1)Nc1ccc(Br)cc1F	4.7	778	2.6	1.4	9.5	-0.35	-0.27	-0.49	0.3	i	0.1	-17	428	0.03	1402	11%	i	39	1.1
CCCCNc1nc(-c2ccccc2)c(C(=O)OCC)cc1C#N	·	·	35*	25*	39*	-0.69	-0.14	-0.6	0.65	i	1.0	·	·	·	·	13%	i	56	1
O=C1NC2(CCCCC2)N=C1c1ccc(F)cc1	-1.9	951	4.8	2.7	11	1.4	-0.2	0.86	-1.5	i	1.2	·	·	0.76	1473	2%	i	18	1.2
Cc1[nH]c2c(C)cccc2c1CN1CCC(CO)(Cc2ccccc2)CC1	1.1	1288	·	·	·	2.8	-0.16	2	-1.6	i	0.9	2	721	-0.49	903	·	i	39	·
CN(C)c1cc(N/N=C/c2ccc(Cl)cc2)nc(N(C)C)n1	0.1	1107	1.8	2.8	7.5	-0.72	-0.15	-0.42	0.16	i	0.5	-3	739	0.7	991	67%*	·	·	1.1
CCC(CC)c1nc2ccccc2c(=O)[nH]1	-0.6	1053	1.8	1.2	3.0	0.1	-0.31	-0.023	0.058	i	0.2	-5	733	0.05	1346	6%	i	18	1
O=C(CN1C2=NCCCN2c2ccccc21)c1ccc(Cl)cc1Cl	-4.1	629	2.2	1.7	7.6	1.4	-0.19	0.79	-0.5	i	0.8	-5	657	-2.1	1038	-9%	i	50	1
CN(NC(=O)c1ccccc1F)c1nc(C(F)(F)F)nc2ccccc12	155*	103*	12*	59*	32*	0.068	-0.18	0.75	-1.4	?	·	?	·	1.1	939	3%	i	53	1
O=C(NCCC1=CCCCC1)C(=O)NCc1ccncc1	0.1	1499	1.5	2.1	0.5	-0.008	-0.22	-0.58	0.14	i	0.5	3	707	0.36	1471	4%	i	53	1.1
COc1cccc(NC(=O)c2nn(-c3ccc(OC)cc3OC)c(=O)c3ccccc23)c1	6.0	511	1.4	2.1	0.6	-0.28	-0.27	-0.14	0.68	i	0.2	2	743	·	·	14%	i	60	1
O=C(O)c1ccc2ncc(NC(=O)c3ccc(F)cc3)c(=O)n2c1	-0.1	1288	·	·	·	0.06	-0.24	-0.25	0.48	i	0.7	16	723	-0.43	1203	·	i	33	·
CCOC(=O)/C(C(N)=NCc1ccco1)=C(/O)c1ccccc1	·	·	2.9	1.1	5.7	-0.35	-0.23	-0.15	0.2	i	0.7	0	686	·	·	11%	i	58	1.1
NC(=O)COC(=O)c1cc(S(=O)(=O)N2CCOCC2)ccc1N1CCCCC1	-1.5	912	3.1	1.5	8.9	-0.75	-0.25	-0.32	-0.47	i	0.9	·	·	0.78	1226	-1%	i	30	1.1
ON=Cc1cccn1-c1ccccc1	-2.3	871	2.7	2.8	11	0.042	-0.2	0.2	-0.28	i	6.4	·	·	-1	1237	-3%	i	34	1.1
CC(=O)NC(Cc1ccc(F)cc1)C(=O)N1CCN(C(=O)NCc2ccccc2)CC1 (stereo not drawn)	-3.2	1167	5.5	5.0	8.5	1.8	0.038	0.85	-2.5	i	0.6	1	736	·	·	-8%	i	11	1.1
COCCNC(=O)c1ccccc1NC(=O)c1cc(OC)cc(OC)c1	0.6	452	2.3	2.3	3.6	-0.43	-0.26	-0.33	0.66	i	0.6	-26	673	-0.45	1409	-1%	i	36	1.1
CCCCC(=O)Nc1nnc(-c2ccc(OC)cc2)s1	-0.2	1034	3.6	2.5	0.2	0.064	-0.28	0.008	0.2	i	0.7	17	769	1.7	1084	-10%	i	12	1
COc1ccc(Cc2nc3ccc(S(=O)(=O)N4CCOCC4)cc3[nH]2)cc1	-0.5	1336	3.2	2.2	6.9	0.31	-0.22	-0.71	0.74	i	8.1	·	·	-0.08	1544	-5%	i	56	1.1
c1ccc(Oc2ncnc3sccc23)cc1	-2.7	1077	3.8	1.6	4.9	0.77	-0.26	0.58	-0.095	i	0.8	-11	665	-0.21	1297	-2%	i	65	1.1
CC(C)OCCCNc1ncc2c(n1)CC(c1ccc(N(C)C)cc1)CC2=O (stereo not drawn)	-2.2	894	1.6	1.7	9.3	0.11	-0.21	0.17	0.29	i	1.2	·	·	0.69	1253	10%	i	22	1.1
OC1(c2ccc(F)cc2)CCN(Cc2ccccc2)C1 (stereo not drawn)	-5.3	1085	4.8	2.6	9.0	-0.42	-0.23	0.079	-1.3	i	4.2	·	·	-0.1	1333	-9%	i	14	0.9
COc1ccc(-c2nnc(-c3cc(OC)c(OC)c(OC)c3)o2)cc1OC	-0.3	495	3.1	1.8	5.1	-0.29	-0.23	0.17	0.083	i	0.7	-8	711	-1.9	1188	-2%	i	27	1.1
Cc1cc(NC(=O)c2cc(-c3ccc(C)c(C)c3)nc3ccccc23)no1	·	·	1.9	2.5	3.4	-0.31	-0.31	-0.49	0.66	i	1.9	-28	694	0.5	1164	9%	i	40	1.1
CNc1nc(N)c(C(=O)Nc2cc(C)on2)s1	-0.2	1084	2.7	2.9	6.6	-0.72	-0.3	-0.33	0.21	i	1.2	-7	794	0.09	1234	-10%	i	51	1.1
CCN(Cc1ccccc1)C(=O)COC(=O)c1cc(=O)[nH]c2ccccc12	1.0	1068	2.2	1.7	11	0.031	-0.066	-0.056	0.43	i	0.1	0	684	0.93	1133	-14%	i	20	1.1
N#CC1=C(N)Nc2ncnn2C1c1ccccc1 (stereo not drawn)	-1.0	987	2.1	2.1	7.2	-0.27	-0.22	0.24	0.37	·	·	0	569	-0.23	1359	1%	i	42	0.9
CCN(CC)C(=O)Nc1ccc(Br)cc1	-2.2	1035	4.1	2.0	19	-0.45	-0.28	0.11	0.71	i	0.5	3	725	0.15	1274	6%	i	47	1.1
Cn1c(N)nc2ccccc2c1=O	-0.8	1376	·	·	·	-0.56	-0.17	0.57	-0.27	i	0.7	11	728	-0.57	1123	·	i	31	·

# Single values from above.
# `CCN(CC)C(=O)Nc1ccc(Br)cc1` @ Lipid droplet cells 6.5 µM = 725
# `COCCNC(=O)c1ccccc1NC(=O)c1cc(OC)cc(OC)c1` @ MT stabilizer cytotoxicity % = 3.6

# Compound activity (PubChem BioAssay)
